Assay outcomes as filed in PubChem BioAssay.
Rac1 wt GTP bind – alters GTP binding to wildtype human Rac1 | GST-Rac1 beads, fluorescent GTP binding, flow cytometry; actives lie on both sides; 0 = cold GTP competed, 100 = untreated | P63000 | AID 757 | hit rate 0.27% among 190,000 | GTP binding activity (% of control), % at 10 µM;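 active means GTP binding activity at least 20 points away from the 100% control level, either lower or higher; inconclusive means compound flagged as likely green fluorescent, judged across all proteins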
HRas wt GTP bind – changes GTP binding to wildtype human HRas. GST-Ras wt beads, Bodipy-FL-GTP binding, flow cytometry; actives lie on both sides. AID 759. hit rate 0.14% among 190,000. P01112. GTP binding activity, % at 10 µM;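 active means GTP binding activity at least 20% away from the 100% baseline, either lowered as inhibitor or raised as activator; inconclusive means flagged as likely green fluorescent, judged across all proteins in the well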;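 further: 0% = unlabeled GTP competition control and 100% = no-compound control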
Target sequence (P01112 whole entry, looked up): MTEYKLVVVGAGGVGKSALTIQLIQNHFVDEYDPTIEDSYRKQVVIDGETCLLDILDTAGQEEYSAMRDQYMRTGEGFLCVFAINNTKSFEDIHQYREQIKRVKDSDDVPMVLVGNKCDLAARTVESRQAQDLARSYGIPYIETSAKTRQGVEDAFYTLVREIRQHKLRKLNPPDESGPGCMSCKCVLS
Rab2A wt mod – changes GTP binding to wildtype dog Rab2A, up or down; GTP binding activity, % at 10 µM; AID 760; GST-Rab2 wt beads, Bodipy-GTP binding, flow cytometry; hit rate 0.19% among 190,000; P61105;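 active means GTP binding activity at least 20 points away from 100%, either lowered or raised; inconclusive means signal likely due to the compound's own green fluorescence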;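 further: 0% = beads with excess unlabeled GTP and 100% = no-compound control corrected for plate trend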
Bim-Bcl-XL – human Bim-Bcl-XL interaction inhibition; inhibition, % at 10 µM; Bim peptide-Bcl-XL binding, bead flow cytometry, fluorescence; hit rate 0.04% among 190,000
Rac1 act GTP bind – alters GTP binding to activated mutant human Rac1 | P63000 | GST-Rac1 activated beads, fluorescent GTP binding, flow cytometry; actives lie on both sides; 100% means binding = to untreated wells | percent activity (GTP binding), % at 10 µM | hit rate 0.11% among 190,000 | AID 764;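 active means GTP binding at least 20 percentage points away from the 100% baseline, in either direction, so actives lie on both sides; inconclusive means Compound likely fluorescent itself, or too few beads counted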
Bim-Bcl-2 – human Bim-Bcl-2 interaction inhibition; hit rate 0.06% among 190,000; Bead-based flow cytometry, Bim peptide-Bcl-2 binding; inhibition, % at 10 µM; AID 950; in the data active means inhibition above about 40%; inconclusive means no clear call, values can overlap the other calls;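 further: 0% = no compound wells with probe peptide and 100% = reference peptide inhibitor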
Rab7 wt modul – alters GTP binding to wildtype dog Rab7; GST-Rab7 beads, fluorescent GTP binding, flow cytometry; actives lie on both sides; untreated = 100%, excess cold GTP = 0%; GTP binding activity (percent of control), % at 10 µM; hit rate 0.055% among 190,000; AID 758;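 active means fluorescent GTP binding to Rab7 beads changed by at least 20 points from the 100% baseline, either direction, mostly lower; inconclusive means compound itself probably fluorescent, or too few beads counted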;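 further: median green fluorescence of bound Bodipy-FL-GTP per Rab7 bead population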
Bim-Bcl-W – disrupts Bim peptide binding to human Bcl-W | inhibition, % at 10 µM | hit rate 0.02% among 190,000 | AID 952 | bead-based flow cytometry | Q92843;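 further: 0% = bound tracer without compound and 100% = peptide blocker; higher means less fluorescent Bim peptide bound to Bcl-W beads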
Target sequence (Q92843 whole entry, looked up): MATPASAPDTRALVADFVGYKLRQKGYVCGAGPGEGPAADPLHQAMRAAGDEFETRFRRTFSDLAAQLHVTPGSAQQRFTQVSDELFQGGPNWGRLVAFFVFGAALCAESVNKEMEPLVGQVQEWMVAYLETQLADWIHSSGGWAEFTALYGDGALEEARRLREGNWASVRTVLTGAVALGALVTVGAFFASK
Cdc42 wt – human Cdc42 wildtype GTP binding change, either direction; hit rate 0.2% among 190,000; GST-Cdc42 beads, Bodipy-GTP binding, flow cytometry; actives lie on both sides; percent activity (GTP binding), % at 10 µM; P60953; AID 761;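 active means percent activity GTP binding at least 20 points away from the 100% baseline, either down as inhibitor or up as activator; inconclusive means compound flagged as likely green fluorescent from well-wide comparison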;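 further: median bead fluorescence of bound Bodipy-FL-GTP at 100 nM; 0% = excess unlabeled GTP control and 100% = no compound control; below 100% means less GTP binding so inhibitor and above means activator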
Target sequence (P60953 whole entry, looked up): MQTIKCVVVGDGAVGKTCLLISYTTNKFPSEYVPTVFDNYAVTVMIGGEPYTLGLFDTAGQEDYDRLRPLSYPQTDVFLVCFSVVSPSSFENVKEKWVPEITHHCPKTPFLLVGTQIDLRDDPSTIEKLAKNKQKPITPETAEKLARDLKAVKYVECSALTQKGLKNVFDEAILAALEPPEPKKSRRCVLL
Bcl-B Bim block – disrupts Bim peptide binding to human Bcl-B; Q9HD36; bead-based flow cytometry; inhibition, % at 10 µM; hit rate 0.073% among 190,000;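 further: 0% = tracer peptide without compound and 100% = reference inhibitor peptide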
Target sequence (Q9HD36 whole entry, looked up): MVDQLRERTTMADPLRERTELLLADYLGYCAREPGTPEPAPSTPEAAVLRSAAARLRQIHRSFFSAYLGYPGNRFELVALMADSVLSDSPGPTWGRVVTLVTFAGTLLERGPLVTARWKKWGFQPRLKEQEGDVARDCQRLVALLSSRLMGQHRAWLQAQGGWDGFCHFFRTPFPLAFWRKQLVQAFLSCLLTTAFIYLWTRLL
Bim-Bfl-1 – inhibitors of Bim-Bfl-1 interaction, human | Bead-based flow cytometry, Bim-Bfl-1 binding inhibition | inhibition, % at 10 µM | hit rate 0.12% among 190,000 | AID 1008;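 further: 0% = wells without compound plus tracer and 100% = blocker peptide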
* marks the source's active call; other numbers are inactive results; ? = inconclusive. Unless noted, no stated cut-off is given here; in the data, active means inhibition above about 40%.

Results follow in this order: Rac1 act GTP bind	Bcl-B Bim block	Bim-Bfl-1	Rab2A wt mod	HRas wt GTP bind	Rab7 wt modul	Bim-Bcl-W	Bim-Bcl-2	Cdc42 wt	Rac1 wt GTP bind	Bim-Bcl-XL
O=C(CCNS(=O)(=O)c1cccc2nsnc12)NCc1ccc(F)cc1
→ 94	-1	1	95	96	98	0	3	96	99	-1
NC(=O)COC(=O)C12CC3CC(CC(O)(C3)C1)C2
→ 96	0	-2	100	98	100	4	-2	97	103	3
C=CCn1c(CCNC(=O)c2cccs2)nnc1SCC(=O)c1cccc([N+](=O)[O-])c1
→ 101	-5	4	102	100	95	-3	-5	99	97	-1
CCC1=Nc2cc(C(=O)NCCCOC)ccc2Sc2ccccc21
→ 102	-10	-12	103	103	104	-2	-10	102	107	-6
CCS(=O)(=O)Nc1ccc(-c2nnc(SCC(=O)OC)o2)cc1
→ 98	0	-9	102	102	98	-1	-6	102	99	-2
COc1ccccc1Oc1cc(-n2nc(C)cc2C)ncn1
→ 99	-3	2	97	99	101	-5	-3	97	102	-9
Nc1cc(OC(=O)c2ccco2)nn1S(=O)(=O)c1ccc(F)cc1
→ 95	6	10	99	99	101	5	9	100	101	9
COc1ccc(CCN2C(=O)CC(NC34CC5CC(CC(C5)C3)C4)C2=O)cc1OC (stereo not given)
→ 98	-1	-2	99	100	99	4	0	100	102	-2
O=C1C2=C(SCCS2)C(=O)N1c1ccccc1
→ 101	-6	-8	99	99	96	2	-9	100	104	-2
CSc1ccccc1NC(=O)N1CCCC(C(=O)c2ccc3c(c2)OCO3)C1 (stereo not given)
→ 90	-3	-7	91	92	94	-4	-3	93	92	-3
Cn1cccc1C(=O)OCC(=O)N1CC(=O)Nc2ccccc21
→ 96	-4	-6	96	96	94	0	-1	98	100	-2
COc1ccc(Nc2c3c(c(C#N)c4nc5ccccc5n24)CCC3)cc1
→ 100	0	1	96	99	98	1	0	99	100	0
O=C(NNC(=O)C1CC(c2cccs2)=NO1)NC1CCCCC1 (stereo not given)
→ 99	-4	-2	101	100	105	1	0	102	100	-2
COc1cccc(/C=N/NC(=O)c2ccc([N+](=O)[O-])cc2Cl)c1O
→ 96	-3	-2	96	98	96	-1	-3	97	101	-3
N#CC1=C(N)C2=CCCC[C@H]2[C@H](c2ccc(Br)cc2)C1(C#N)C#N
→ 93	-8	-11	83	84	92	-5	-7	95	100	-7
COc1ccc(S(=O)(=O)NCC(c2cccnc2)N2CCN(c3ccccc3OC)CC2)cc1C (stereo not given)
→ 101	-5	-9	100	101	99	-2	-1	102	110	-1
COc1cccc(C2CC(=O)NC3=C2C(=O)CCC3)c1 (stereo not given)
→ 101	-12	-6	100	102	101	1	-5	106	109	-3
Cc1ccc2nc3c(c(Nc4ccc5c(c4)OCCO5)c2c1)CCC3
→ 101	-10	0	103	105	101	-3	0	105	106	-3
O=C(Nc1nnc(SCc2ccccc2Cl)s1)c1cccc([N+](=O)[O-])c1
→ 96	-8	-3	96	98	102	-4	-7	100	100	-8
COc1ccc(/C=N/Nc2cc(C)nc(-n3nc(C)cc3C)n2)c(OC)c1
→ ?	3	-5	?	?	?	6	-3	?	?	6
Fc1ccc(-c2n[nH]c(=S)n2/N=C/c2c[nH]c3ccccc23)cc1
→ 93	4	10	92	91	94	1	10	95	94	1
COc1ccc2c(=O)c(-c3ccc(OC)c(OC)c3)coc2c1
→ 97	0	-3	97	95	100	-4	-7	98	96	-3
CCOc1ccc(NC(=O)CSc2nnc(-c3ccoc3C)n2CC2CCCO2)cc1 (stereo not given)
→ 100	-5	-3	104	103	102	-5	-2	99	105	-3
O=C(CSCc1ccccc1Cl)NN1C(=O)c2ccccc2C1=O
→ 100	-3	-1	102	104	96	-3	-4	106	104	-2
Cc1c(C(=O)N/N=C/c2ccc(O)cc2)sc(=S)n1C
→ 101	-5	-6	99	105	104	0	-2	105	109	-6
CCOC(=O)c1c(N)nn(C(=O)C(C)(C)C)c1-c1ccccc1
→ 99	0	-3	105	105	101	-3	-4	107	103	-1
O=C(O)CCc1n[nH]c(=S)[nH]c1=O
→ 99	-6	-5	101	99	96	0	-5	100	103	-3
CC1CCCC(C)N1/N=C/c1ccc(Cl)cc1 (stereo not given)
→ 98	0	-1	104	104	106	-1	0	104	103	-1
O=C(O)c1cccc2c1C(=O)c1ccccc1C2=O
→ 95	3	4	96	97	95	4	2	94	94	0
CCOc1ccccc1Oc1ccc(C(F)(F)F)cn1
→ 89	3	-1	92	92	91	2	2	94	92	4
COCCNC(=O)CN(c1ccc(OC)c(OC)c1)S(=O)(=O)c1ccc(C)cc1
→ ?	-3	1	?	?	?	-2	0	?	?	0
COc1ccc(OC)c(NC(=O)c2cc(S(=O)(=O)NCc3ccco3)ccc2F)c1
→ 97	-9	-17	95	99	98	2	-12	99	100	-6
COc1cccc(CNC(=O)CC(NC(C)=O)c2ccccc2)c1 (stereo not given)
→ 97	-5	-4	100	100	102	-1	-2	103	101	-3
S=c1[nH]nc(-c2ccc(Br)cc2)n1Cc1ccco1
→ 92	-17	18	93	96	98	9	4	94	92	0
CCN(c1ccc(NS(=O)(=O)c2cc(Cl)ccc2Cl)cc1)C(C)C
→ 98	-5	4	98	97	97	-2	0	100	101	-5
NC(=NC(=O)c1ccc(Cl)cc1)N1N=CCC1c1ccccc1 (stereo not given)
→ 95	0	-2	97	100	94	0	-1	99	105	-5
CN1CC(c2ccc(Cl)c(Cl)c2)[C@@]2(COc3ccccc3C2=O)[C@@]12C(=O)Nc1ccccc12 (stereo not given in full)
→ 96	-3	-1	97	99	96	0	-5	100	97	1
CCOc1ncccc1C(=O)N1CCCSC1=Nc1ccc(C(C)=O)cc1
→ 94	-3	-4	98	98	102	-3	-1	97	96	-2
O=C(Nc1ccccn1)NC1CCS(=O)(=O)C1 (stereo not given)
→ 105	-1	-1	103	104	98	0	0	106	108	0
N#Cc1ccc(Cl)cc1NC(=O)COC(=O)c1ccc(S(=O)(=O)N2CCCC2)cc1
→ 100	-3	0	100	99	95	-3	-3	97	101	-2
CCc1ccccc1NC(=O)Cc1cn(C)c2ccccc12
→ 94	-1	-1	101	101	108	2	-3	101	100	1
O=C(Nc1c2c(nn1-c1ccc(Cl)cc1)CS(=O)(=O)C2)c1ccc2c(c1)OCO2
→ 95	-6	-14	99	99	100	0	-10	100	102	-6
CC(=O)NCCC(=O)Nc1ccc(F)cc1C
→ 100	-2	-6	105	102	101	-1	-4	105	103	-1
Cc1csc(SCC(=O)NCCc2ccc(Cl)cc2Cl)n1
→ 96	-4	-12	98	100	105	-3	-6	104	105	-7
COc1ccc(CNC(=O)C2CCN(S(C)(=O)=O)CC2)cc1
→ 93	3	5	94	94	102	-1	1	95	94	-3
O=C(CSc1c(Cl)cccc1Cl)N1CCC(c2nc3ccccc3s2)CC1
→ 102	-7	0	103	103	100	0	0	103	102	-2
CN(C)S(=O)(=O)c1ccc(C(=O)OCC(=O)NC(=O)NCc2ccccc2)cc1
→ 96	-9	-8	94	93	96	-3	-12	92	95	-10
COC(=O)NNC(=O)COc1ccc(Br)c(C)c1
→ 102	-3	-2	105	103	101	1	0	107	110	-1
Cn1ccnc1Sc1ccc(C=O)cc1[N+](=O)[O-]
→ 95	-3	-7	95	94	95	0	-2	95	95	-2
Cc1ccc(CNC(=O)c2nnn(-c3cccc(C)c3)c2N)cc1
→ 96	-8	-8	98	98	96	-1	-11	98	97	6
O=C(CCNC(=O)c1ccc([N+](=O)[O-])cc1)Nc1ccc(N2CCOCC2)cc1N1CCOCC1
→ 94	0	-3	95	94	93	0	-1	93	98	-1
O=C(c1cc2ccccc2oc1=O)N(Cc1cccs1)Cc1ccccc1Cl
→ 100	1	0	101	103	99	0	0	103	107	-1
C=CCOc1ccc(CNn2nnnc2N)cc1
→ 100	6	4	100	98	100	2	0	99	103	6
NS(=O)(=O)c1ccc(NC(=S)NC2CCCCC2)cc1
→ 99	-1	4	99	99	96	-5	-1	92	104	-2
CC1(C)Cc2c(c(-c3ccco3)[nH]c(=O)c2C#N)CS1
→ 92	0	-1	93	94	90	-5	-4	93	90	-3
COc1ccccc1NC(=S)NNC(=O)c1cc(C)n(C)n1
→ 99	-12	-8	100	104	106	2	-7	104	107	1
OCCN1CCN(CC(O)COCc2ccc3c(c2)OCO3)CC1 (stereo not given)
→ 96	-6	-2	97	95	103	-1	-3	99	99	-2
CC1CN(S(=O)(=O)c2ccc(C(=O)Nc3sccc3C(N)=O)cc2)CC(C)O1 (stereo not given)
→ 97	-2	0	95	96	98	-1	1	98	98	-3
CCCn1c(C)cc(C(=O)COc2ncnc3sccc23)c1C
→ 92	7	5	96	95	99	2	5	97	98	1
